# Screening data as filed in PubChem.
# Furin inh: human furin inhibition. P09958. purified furin, fluorogenic substrate cleavage. inhibition, % at 30 µM. 220,000 tested, 0.061% active. AID 463115; in the data active = inhibition above about 25%; also: inactives centre near -15
# EBV gp42 block: EBV gp42 inhibition | inhibition, % (tested at 21.74 µM) | Fluorescence polarization binding assay, mP read-out | 220,000 tested, 0.42% active | Q1HVG2; in the data active = inhibition above about 50%
# Target sequence (Q1HVG2 whole entry, looked up): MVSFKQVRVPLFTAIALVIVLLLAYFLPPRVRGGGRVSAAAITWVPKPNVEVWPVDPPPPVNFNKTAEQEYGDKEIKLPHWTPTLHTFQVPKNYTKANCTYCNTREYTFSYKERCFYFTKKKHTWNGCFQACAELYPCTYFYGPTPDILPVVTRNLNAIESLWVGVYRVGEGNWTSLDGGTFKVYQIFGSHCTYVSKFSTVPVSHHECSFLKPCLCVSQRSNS
# Runt-SMMHC FRET: inhibitors of human RUNX1 Runt domain binding to CBFb-SMMHC; Q01196+Q13951; Cerulean-Runt/Venus-CBFb-SMMHC FRET ratio 530/480, 1 h; inhibition, % at 20 µM; 220,000 tested, 0.74% active; AID 1434;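 active = mean inhibition across duplicate retests at 20 µM reaching about 50%, limit read from the data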;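 also: 0% = DMSO wells and 100% = wells with excess untagged CBFb-SMMHC; inhibitors lower the FRET ratio by blocking Runt binding to CBFb-SMMHC; some results filed as inactive read as strong as hits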
# Target sequence (Q01196 whole entry, looked up, the tested form may be a part): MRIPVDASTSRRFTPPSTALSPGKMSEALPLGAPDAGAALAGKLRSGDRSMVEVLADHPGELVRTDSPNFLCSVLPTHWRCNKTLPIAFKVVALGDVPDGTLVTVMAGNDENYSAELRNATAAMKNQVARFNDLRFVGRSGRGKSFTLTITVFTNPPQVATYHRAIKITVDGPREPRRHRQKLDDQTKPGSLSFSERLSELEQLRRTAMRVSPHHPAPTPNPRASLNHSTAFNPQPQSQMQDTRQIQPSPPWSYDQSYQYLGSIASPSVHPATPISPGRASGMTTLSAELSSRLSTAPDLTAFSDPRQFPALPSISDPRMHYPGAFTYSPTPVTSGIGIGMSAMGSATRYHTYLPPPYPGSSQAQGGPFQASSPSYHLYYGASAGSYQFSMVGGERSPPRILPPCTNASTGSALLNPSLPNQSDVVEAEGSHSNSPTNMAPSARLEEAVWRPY
# Target sequence (Q13951 whole entry, looked up, the tested form may be a part): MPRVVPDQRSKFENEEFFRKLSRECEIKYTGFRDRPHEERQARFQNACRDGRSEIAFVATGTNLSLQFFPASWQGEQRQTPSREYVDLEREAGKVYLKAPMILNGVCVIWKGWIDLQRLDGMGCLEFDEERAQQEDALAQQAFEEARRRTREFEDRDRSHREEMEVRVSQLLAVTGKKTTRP
# RBBP9 inhibitor: inhibitors of human serine hydrolase RBBP9; O75884; recombinant RBBP9, FP-Rh probe fluorescence polarization; inhibition, % at 7.94 µM; 220,000 tested, 0.2% active;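 active = inhibition above the campaign mean of all tested compounds plus 3 SD, cut at about 14% in these data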;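 also: plate controls were DMSO wells with RBBP9 for no effect and wells lacking RBBP9 protein for full effect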
# Target sequence (O75884 whole entry, looked up): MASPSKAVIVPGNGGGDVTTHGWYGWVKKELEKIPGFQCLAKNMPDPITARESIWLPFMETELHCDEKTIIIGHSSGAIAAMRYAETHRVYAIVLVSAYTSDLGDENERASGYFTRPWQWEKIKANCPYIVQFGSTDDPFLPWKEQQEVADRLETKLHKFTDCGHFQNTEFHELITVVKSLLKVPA
#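 Measured by – fluorescence polarization · Test system – RBBP9 protein · Input – 2.5 µM RBBP9 dispensing solution, before mixing · Measure – percent inhibition from mP, scaled between DMSO and no-protein wells · Benchmarks – DMSO-treated enzyme wells and wells lacking RBBP9 · Times – preincubation 30 min plus labeling 45 min at 25 °C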
# Runt-CBFb FRET: Runt domain-CBFb interaction inhibition | Cerulean-Runt/Venus-CBFb FRET ratio 530/480, 1 h | 220,000 tested, 0.46% active | inhibition, % at 20 µM | Q01196+Q13951;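 active = inhibition over about 50% at 20 µM in the single-dose screen, limit read from the data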;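 also: 0% = DMSO wells and 100% = excess unlabeled CBFb competitor control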
#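 Assay system: Cerulean-Runt domain / Medium: Tris 50 mM pH 7.5, KCl, K2SO4, 0.01% BSA / Timing: protein complex preformed 1 h, compound exposure 1 h, room temperature, dark / Measured by: FRET, excitation 422 nm, emission at 530 and 480 nm / Evaluation: loss of energy transfer signal / Control set: 5 µM unlabeled CBFb as full-inhibition high control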
# p47phox inh: p47phox (human) inhibition. P14598. p47phox/p22phox peptide binding, fluorescence polarization, 2 h. inhibition, % at 24.7 µM. 220,000 tested, 0.53% active;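 active = inhibition above about 30%, limit read from the data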;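 also: 0% = p47phox with labelled peptide and 100% = labelled peptide alone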
# TbHK1 inh: blocks Trypanosoma brucei hexokinase 1 activity; recombinant TbHK1, G6PDH-coupled NADH A340; inhibition, % at 10 µM; 220,000 tested, 0.11% active;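 active = inhibition of 50% or more in the single-dose primary screen; inactive = inhibition below 50%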
# Calpain2 inh: calpain II (pig) inhibition. inhibition, % at 16 µM. purified calpain II, fluorogenic peptide substrate, 30 min. 220,000 tested, 0.37% active. AID 1236;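 active = inhibition above about 50%, limit read from the data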
# p97 inhibitor: blocks human p97 ATPase activity | recombinant p97 ATPase, Kinase-Glo ATP luminescence, 3 h | AID 1481 | P55072 | inhibition, % at 8 µM | 220,000 tested, 0.42% active; in the data active = inhibition above about 15%;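 also: 0% = DMSO vehicle and 100% = wells lacking enzyme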
# Starred values were filed as active, the others as inactive; . = no result given; [ ] = another dose, or the depositor's remark.
Furin inh	EBV gp42 block	Runt-SMMHC FRET	RBBP9 inhibitor	Runt-CBFb FRET	p47phox inh	TbHK1 inh	Calpain2 inh	p97 inhibitor	molecule
-11.6	1.6	-1.5	0.6	-2.5	2.5	-2.5	-325.5	2.4	O=C(O)CCc1nn2c3ccccc3n(Cc3ccccc3)c2nc1=O
-16.2[20 µM]	-10.7	-9.7	4.3	-2.2	6.5	-18.1	19.7	1.9	CC(C)(CNc1ccc([N+](=O)[O-])cc1Cl)CNS(C)(=O)=O
-12.8	-15.4	-39.7	-5.8	-1.3	46.4*	9.7	-26.2	2.4	CCN(CC)Cc1cc(O)c(CN(CC)CC)cc1O
-9.5[20 µM]	0.0	-1.1	-7.5	-1.6	-4.7	-2.9	0.3	-5.5	CCOC(=O)N1CCN(C(=O)CN(Cc2ccccc2)S(=O)(=O)c2ccc(OC)c(C)c2)CC1
-13.3	-6.1	0.7	-6.7	0.9	-16.3	-8.6	3.9	3.4	COc1ccc(/C=N/NC(=O)Cc2cccs2)cc1
-19.5[20 µM]	-9.0	-0.4	-5.1	0.7	-15.4	-1.8	5.2	2.4	O=C(c1cccc(N2CCCC2=O)c1)N1CCOCC1
-14.1	-3.5	2.3	-9.1	12.3	-25.5	2.7	17.0	-4.3	Cc1sc2nc(SC(C)C)nc(N)c2c1C
-15.4	-11.2	3.5	-5.3	-0.8	-9.5	22.3	-14.5	5.3	COC(=O)c1ccc(NC(=O)C2CCN(S(C)(=O)=O)CC2)cc1
-2.1	-4.4	-0.7	-7.5	6.4	-4.4	-2.5	7.4	-4.2	O=c1[nH]c2ccc(NC(=S)NCc3ccccc3)cc2[nH]1
-20.5	-11.5	0.8	.	-1.4	3.7	-0.5	4.3	.	C=CCCN(C(CC(C)C)C(=O)OC)S(=O)(=O)c1cc(Br)ccc1Br (centres undefined)
-23.3[20 µM]	0.3	-0.5	-3.0	1.1	-0.2	-1.1	-1.0	1.8	Cc1cc(C)n2nc(SCCC(=O)NCCc3ccccc3)nc2n1
-13.4	-8.0	16.4	5.5	19.7	-10.0	-9.0	-34.9	3.1	COc1ccc(-n2cc(-c3ccc(Br)cc3)[nH]c2=S)cc1
-11.4	-16.6	3.2	-5.1	-0.2	-5.6	9.8	-15.8	6.3	OCCCCNCc1ccc(OCc2ccccc2)cc1
-15.6[20 µM]	-9.1	8.4	-0.8	-0.1	-10.5	-4.6	-25.2	-1.8	Cc1ccc(-n2c(=O)c3sccc3n(CC(=O)NCc3ccco3)c2=O)cc1
-19.7	-1.8	0.1	1.8	2.4	-5.4	-14.0	30.8	8.5	COc1ccc(N/C(C)=C/C(=S)Nc2ccccc2)cc1
-25.3	-2.1	-0.3	6.3	5.6	-1.4	-1.4	7.0	4.2	CC(C)NC(=S)Nc1cccc2cnccc12
-3.3	-5.0	-1.6	-0.3	3.7	-5.0	-3.9	-52.2	6.7	CN(c1ccccc1)S(=O)(=O)c1ccc(C(=O)Nc2nnc(C3=COCCO3)o2)cc1
-11.5	27.2	-0.8	-7.3	4.0	-4.9	10.8	-105.8	-4.8	C/C(=N/NC(=O)CNC(=O)/C=C/c1ccco1)c1ccc(Cl)cc1
-11.6	8.1	-18.5	0.0	-8.0	2.5	-5.6	14.8	1.3	N#C/C(C(=O)N1CCOCC1)=c1/s/c(=C\c2ccccn2)c(=O)n1-c1ccccc1
-18.3	-1.1	-6.1	-7.9	0.9	-2.8	-5.2	-17.0	-1.6	COc1ccc(C(=O)COc2ncnc3cc(Cl)ccc23)cc1
-3.5[20 µM]	-5.2	-0.1	-7.9	0.4	-8.1	7.8	15.5	-5.2	CC1(C)CC(=O)C2=C(C1)OC(c1ccncc1)C(C#N)=C2N (centres undefined)
-7.7	-9.3	0.1	1.5	-0.6	-6.7	5.3	-19.1	2.5	COc1ccc(NC(=O)c2ccc(S(=O)(=O)N3CCOCC3)cc2)c(OC)c1
-14.3	-12.8	1.3	2.6	-0.5	-5.6	-4.2	5.1	6.4	Cc1cc(CNC(=O)c2ccc3c(c2)OCO3)c2ccccc2n1
-0.5	.	-2.1	-9.4	-0.7	.	-23.6	.	-3.6	O=C(O)COc1ccc2c(-c3ccccc3)cc(=O)oc2c1
-1.4[20 µM]	1.3	3.0	-6.5	-0.6	0.4	-4.1	-14.7	-0.2	COc1ncnc2c1cnn2-c1ccccc1
-17.2	2.2	-1.9	-2.1	-1.6	11.7	-2.5	-9.4	-1.7	COc1cccc(-c2nc(CS(=O)CC(=O)NCc3ccccc3Cl)c(C)o2)c1 (centres undefined)
-17.5	-12.2	0.2	-3.1	3.7	-2.9	-5.4	0.0	1.0	COC(=O)CSc1ccc(S(=O)(=O)N2CCOCC2)cc1[N+](=O)[O-]
-3.5	2.0	18.5	-5.2	21.5	-10.3	2.5	13.7	4.6	CCCCOc1ccc(C(=O)CCN2CCCCC2)cc1
-17.9[20 µM]	-1.8	0.1	12.0	-0.9	-13.5	-5.8	12.6	4.0	CCN(CC)CCCNC(=O)C1c2cc(OC)c(OC)cc2C(=O)N(C)C1c1cccs1 (centres undefined)
-5.9	-9.5	1.5	-0.3	-1.1	-7.3	1.5	3.1	4.2	CCOC(=O)c1cnc(-n2nc(C)cc2C)nc1-n1nc(C)cc1C
-29.6	-11.4	2.8	-4.7	-0.7	-9.0	-3.2	-18.5	0.9	O=C(c1cc(F)ccc1F)C1CCCN(C(=O)CCN2CCCCO2)C1 (centres undefined)
-5.8[20 µM]	3.2	-1.3	8.7	-1.2	-5.2	7.1	16.8	3.2	COc1ccc(S(=O)(=O)NCCSCc2cccs2)cc1
-21.2	-5.5	-0.4	-10.6	-2.1	-6.6	-3.8	-29.3	1.4	c1ccc(-c2ccc(-c3[nH]ncc3CN3CCC(N4CCSCC4)CC3)cc2)cc1
-35.4	-4.2	-3.1	-0.4	-0.5	.	6.1	0.5	-1.1	Cc1ccc(NC(=O)CN(C)C(=O)CSc2nnc(C(F)(F)F)n2C)cc1
5.5[20 µM]	-12.6	-0.3	6.2	-2.1	-0.7	0.2	2.2	-6.7	CC1(C)CC(=O)C(C=NCCN2CCN(C(=S)Nc3ccc(F)cc3)CC2)=C(O)C1
1.8	-4.2	-1.7	0.9	-0.2	-3.8	-14.8	-12.9	1.9	CC(C)c1ccc(NC(=O)C(=O)C2C(=O)Nc3ccccc32)cc1 (centres undefined)
-21.0	-0.2	3.2	0.7	-0.3	-4.2	-1.5	-7.5	3.7	O=C(NCC(=O)N(CC1CCCO1)C(C(=O)NC1CCCC1)c1cccnc1)c1ccco1 (centres undefined)
-23.8[20 µM]	-2.5	0.2	-8.6	1.9	-3.6	-7.1	6.8	-3.0	O=C(O)c1ccc(NCc2cccnc2)cc1
-27.9	-16.9	-4.5	-7.5	-2.4	-2.7	-3.7	1.3	-1.8	CCN(CC)C(=O)CSc1nnc(CCCCCNC(=O)OC(C)(C)C)o1
-11.9[20 µM]	-2.2	-5.2	2.5	-3.8	-12.1	-11.9	-9.2	-2.6	CCOc1cc(CNCCSc2nnnn2C)cc(Br)c1OCc1ccccc1
-13.7	-19.8	0.9	-4.4	2.1	0.7	-8.4	4.1	7.2	Cn1nc(C(=O)OCC(=O)Nc2ccc(S(N)(=O)=O)cc2)c2ccccc2c1=O
-22.5	-12.7	-1.6	-6.9	-1.3	11.6	-6.4	26.6	3.0	COc1ccc(/C=N/Nc2nnc(Cc3ccc(OC)c(OC)c3)c(=O)[nH]2)cc1
21.1[20 µM]	3.6	1.7	-4.3	-1.5	-20.2	6.1	-28.7	5.5	O=S(=O)(c1cc(Cl)ccc1Br)N1CCOCC1
3.8	-15.1	26.1	-3.7	22.9	-35.1	3.2	-65.3	3.4	CCC(c1nnnn1Cc1ccco1)N(CCc1ccccc1)Cc1cc2ccc(OC)cc2[nH]c1=O (centres undefined)
-27.0	7.2	6.5	-1.2	2.5	-15.5	3.0	-65.5	4.4	O=C1c2[nH]nc(-c3ccccc3O)c2C(c2ccccc2)N1Cc1ccco1 (centres undefined)
0.4	-9.3	4.0	0.3	-10.5	-3.3	-71.9	0.1	-3.3	CC1(C)CC(N2CCCC2)=CC(=[N+]2CCCCC2)C1
-18.4[20 µM]	-18.8	2.7	1.0	0.6	-8.8	-5.7	-23.1	5.2	CCCCNC(=O)CN(CCc1ccccc1)S(C)(=O)=O
-36.1	-5.0	5.1	-5.7	-0.5	-1.5	3.5	-39.2	-0.1	COc1ccc(C)cc1N(C(=O)CNC(=O)c1ccco1)C(C(=O)NC1CCCC1)c1cccnc1 (centres undefined)
7.6	-20.5	-0.5	-0.1	-3.3	-13.3	8.8	-7.7	-9.4	O=C(Nc1ccc(S(=O)(=O)N2CCC(C(=O)NC3CCCCC3)CC2)cc1)c1ccco1
-8.9	3.2	-3.8	-10.4	-0.9	3.9	-13.5	-62.2	0.7	CC(NC(=O)c1cc(=O)[nH]c2ccccc12)c1ccccc1 (centres undefined)
-3.9	2.3	1.2	-6.5	-0.1	-3.0	-14.6	30.1	-7.1	CCOC(=O)C1(Cc2ccc(Cl)cc2)CCN(C(=O)c2cnc(C)cn2)CC1
0.4	-4.7	-8.8	3.3	-0.5	3.6	-1.4	9.2	-1.1	Cc1ccc2nc(-c3cccnc3)c(NC3CCCC3)n2c1
-8.9	-25.7	1.0	-4.9	5.7	-2.9	0.8	-11.7	-9.4	O=C(Cc1cn2ccsc2n1)OCc1nc2ccccc2s1
-16.7	-22.1	-0.3	7.5	-2.1	8.5	30.0	9.0	3.1	Cc1ccc(OCCCCN2CCC(C)CC2)c(Br)c1
-20.9	-4.2	0.2	5.7	0.6	-3.2	-10.2	-5.3	-4.2	Cc1cc(C)c(-n2nnnc2SCC(=O)c2cccs2)c(C)c1
-13.9	-10.6	1.2	1.5	1.4	1.3	-3.8	7.6	4.1	O=c1c2ccccc2nc2n1CCS2(=O)=O
-16.3[20 µM]	-4.2	-5.4	-9.3	-2.6	-18.5	-12.7	-33.3	-3.5	CCc1ccc(/C(C)=N/Nc2cc(Cl)nc(C)n2)cc1

# Reformatted in CSV form: seven of the compounds above.
canonical_smiles,Furin inh,EBV gp42 block,Runt-SMMHC FRET,RBBP9 inhibitor,Runt-CBFb FRET,p47phox inh,TbHK1 inh,Calpain2 inh,p97 inhibitor
CCOc1cc(CNCCSc2nnnn2C)cc(Br)c1OCc1ccccc1,-11.9[20 µM],-2.2,-5.2,2.5,-3.8,-12.1,-11.9,-9.2,-2.6
Cn1nc(C(=O)OCC(=O)Nc2ccc(S(N)(=O)=O)cc2)c2ccccc2c1=O,-13.7,-19.8,0.9,-4.4,2.1,0.7,-8.4,4.1,7.2
COc1ccc(/C=N/Nc2nnc(Cc3ccc(OC)c(OC)c3)c(=O)[nH]2)cc1,-22.5,-12.7,-1.6,-6.9,-1.3,11.6,-6.4,26.6,3.0
O=S(=O)(c1cc(Cl)ccc1Br)N1CCOCC1,21.1[20 µM],3.6,1.7,-4.3,-1.5,-20.2,6.1,-28.7,5.5
CCC(c1nnnn1Cc1ccco1)N(CCc1ccccc1)Cc1cc2ccc(OC)cc2[nH]c1=O (centres undefined),3.8,-15.1,26.1,-3.7,22.9,-35.1,3.2,-65.3,3.4
O=C1c2[nH]nc(-c3ccccc3O)c2C(c2ccccc2)N1Cc1ccco1 (centres undefined),-27.0,7.2,6.5,-1.2,2.5,-15.5,3.0,-65.5,4.4
CC1(C)CC(N2CCCC2)=CC(=[N+]2CCCCC2)C1,0.4,-9.3,4.0,0.3,-10.5,-3.3,-71.9,0.1,-3.3
